MT1-MMP act inh = MT1-MMP (human) activation inhibition. GFP/RFP ratio change, % at 20 µM. AID 651647. actives 0.061% (n = 360,000). HT1080 RFP-PRO-GFP cells, GFP/RFP ratio fluorescence, overnight; percent of plate control window, DMSO zero;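 active = GFP/RFP ratio change of at least 30% with cell ATP level not reduced by more than half and red fluorescence within 50% of control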; note: strong numbers were not always called active
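system = RFP-PRO-GFP reporter HT1080 cells | dosing = 20 µM single dose, 1% DMSO | timing = overnight cell settling, then overnight compound exposure, 37 °C, 5% CO2 | read-out basis = GFP/RFP fluorescence ratio | controls = DMSO and RFP-L50D-GFP cell wells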
Rpn11 block = Rpn11 (human) deubiquitinase inhibition. actives 0.59% (n = 360,000). O00487. calls only at 20 µM. human 26S proteasome, Ub4-pepOG fluorescence polarization; 20S core pre-blocked with epoxomicin;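 active = inhibition at 20 µM, scaled to each plate's controls, above about 33%, limit read from the data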
NadD block = NadD (S. aureus) enzyme inhibition | purified NadD enzyme, colorimetric absorbance read-out | inhibition, % at 20 µM | actives 0.78% (n = 360,000) | AID 602399; in the data active = inhibition above about 26%; note: some compounds past the cut are filed as inactive
NRP1-CendR mod = modulators of CendR peptide binding to human neuropilin-1 | actives 0.85% (n = 360,000) | AID 602438 | FAM-RPARPAR peptide binding to NRP-1, fluorescence polarization | inhibition, % at 25 µM;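 active = inhibition or corrected inhibition above about 18%, plus a signal ratio from 0.5 to 1.5, limit read from the data, passing the limit was not always enough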; note: strong numbers were not always called active
Target sequence (O14786 whole entry, looked up): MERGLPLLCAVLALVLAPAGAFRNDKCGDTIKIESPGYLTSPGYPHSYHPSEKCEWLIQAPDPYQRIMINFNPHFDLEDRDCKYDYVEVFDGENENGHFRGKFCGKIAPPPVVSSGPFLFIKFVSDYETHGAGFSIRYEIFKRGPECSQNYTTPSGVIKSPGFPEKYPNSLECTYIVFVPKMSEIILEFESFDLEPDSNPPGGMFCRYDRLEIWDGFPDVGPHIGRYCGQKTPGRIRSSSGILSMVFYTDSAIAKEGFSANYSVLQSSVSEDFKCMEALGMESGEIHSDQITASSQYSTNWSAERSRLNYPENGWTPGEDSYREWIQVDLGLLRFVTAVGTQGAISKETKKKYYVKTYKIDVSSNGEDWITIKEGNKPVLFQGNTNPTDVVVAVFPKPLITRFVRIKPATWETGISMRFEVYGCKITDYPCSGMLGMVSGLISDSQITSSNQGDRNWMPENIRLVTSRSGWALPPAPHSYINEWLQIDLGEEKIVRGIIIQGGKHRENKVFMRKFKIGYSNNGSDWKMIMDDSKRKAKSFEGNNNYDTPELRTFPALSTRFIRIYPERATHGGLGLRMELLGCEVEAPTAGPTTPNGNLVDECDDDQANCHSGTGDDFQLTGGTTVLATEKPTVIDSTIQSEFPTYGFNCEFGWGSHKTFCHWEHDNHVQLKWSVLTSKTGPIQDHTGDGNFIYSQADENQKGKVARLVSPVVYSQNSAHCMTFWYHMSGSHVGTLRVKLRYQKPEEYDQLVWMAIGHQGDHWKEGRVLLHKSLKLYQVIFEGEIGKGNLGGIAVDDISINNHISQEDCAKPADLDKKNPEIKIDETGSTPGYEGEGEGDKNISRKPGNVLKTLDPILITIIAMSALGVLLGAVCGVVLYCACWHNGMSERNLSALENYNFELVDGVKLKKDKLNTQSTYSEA
Scp1 inh = inhibitors of human Scp-1 phosphatase; Recombinant Scp1, phosphopeptide, malachite green phosphate absorbance; Q9GZU7; actives 0.88% (n = 340,000); inhibition, % at 20 µM;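 active = inhibition above about 50% at 20 µM, limit read from the data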;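 note: plate controls were DMSO wells with enzyme for no effect and wells lacking enzyme for full effect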
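System: SCP-1 catalytic domain; Reagent: Phospho 17-mer peptide substrate; Doses: one concentration, 20 µM, with 1.0% DMSO; Incubation: 45 min room-temperature reaction, 5 min colour, 30 min stabiliser; Signal: Phosphate-binding colour reagent, absorbance read at 630 nm.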
STEP inh = blocks human striatal-enriched tyrosine phosphatase | P54829 | inhibition, % at 20 µM | AID 588621 | actives 0.25% (n = 360,000) | recombinant STEP, OMFP fluorogenic substrate, fluorescence;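 active = inhibition at 20 µM, scaled per plate between control wells, above about 37%, limit read from the data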;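 note: 0% = DMSO with enzyme and substrate and 100% = substrate only without enzyme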
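Measure: Control-normalized % inhibition with plate pattern correction | Test system: STEP phosphatase, cell-free reaction | Medium: pH 6.0 Bis-Tris with DTT and Tween 20 | Technique: Fluorescence, 480/540 nm | Times: Reaction 20 min, ambient temperature | Doses: Single compound dose of 20 µM, 1% DMSO final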
LMPTP inh = LMPTP (human) inhibition | recombinant LMPTP-A, OMFP fluorogenic substrate, fluorescence intensity | actives 0.22% (n = 360,000) | inhibition, % at 20 µM | P24666;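 active = compounds that cut the enzyme signal by at least half of the control window in the single-dose screen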;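 note: plate controls were DMSO wells with enzyme plus substrate for no effect and substrate without enzyme for full effect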
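Test system – LMPTP-A phosphatase enzyme · Quantity – 0.625 nM LMPTP-A final · Reagent – OMFP substrate, 400 µM final · Dosing – one test concentration per compound, 20 µM, with 3% DMSO overall · Timing – 50 min enzyme reaction at room temperature, protected from light · Detection – fluorescence intensity · Controls – substrate-only low control, DMSO enzyme-plus-substrate high control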
DNMT1 inh = blocks human DNA methyltransferase DNMT1; P26358; DNMT1 molecular beacon, Hinp1I cleavage, fluorescence; inhibition (reported as % activation of signal), % at 10 µM; actives 0.83% (n = 360,000); AID 588458; in the data active = inhibition above about 50%
SKN-1 block = blocks SKN-1 activity in C. elegans; C. elegans VP596 Pgst-4::GFP/RFP ratio, acrylamide-induced, 24 h; inhibition, % at 21.8 µM; actives 0.49% (n = 360,000);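 active = interference check ratio from 0.5 to 1.5 plus GFP to RFP signal ratio inhibition reaching or exceeding a fixed threshold, cut at about 30% in these data, passing the limit was not always enough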; note: some compounds called inactive have numbers as strong as hits
SUMO1-SIM PPI = modulators of human SUMO1-mediated protein-protein interactions. P63165. actives 0.33% (n = 360,000). inhibition, % at 20 µM. SUMO1 binding to a labelled peptide, TR-FRET, 1 h; in the data active = inhibition above about 37%
* = called active by the depositor; i = inactive; / = not tested or not shown.

canonical_smiles	MT1-MMP act inh	Rpn11 block	NadD block	NRP1-CendR mod	Scp1 inh	STEP inh	LMPTP inh	DNMT1 inh	SKN-1 block	SUMO1-SIM PPI
CCCCC(=O)Nc1nnc(CCc2ccccc2)s1	-2	i	-7	8	-5	-3	-0.6	3	13	0
CC(C)c1cc(C(=O)N2CCCC(CCC(=O)NCc3ccccc3F)C2)n(C)n1 (stereo not given)	-5	i	0	-7	-7	-4	-0.1	-3	-10	0
Cc1ccccc1-n1c(=O)n(Cc2ccccc2)c(=O)c2[nH]cnc21	0	i	-1	2	-7	2	-1.0	2	-15	0
CCn1c(CSc2ncn[nH]2)nc2cc(C(=O)O)ccc21	2	i	-7	9	-13	0	-1.0	2	17	1
Cc1ccc(CS(=O)Cc2ccc(C(=O)NCc3ccccc3)o2)cc1 (stereo not given)	2	i	-6	6	-8	-1	-2.0	0	22	0
Oc1c(Br)cc(Br)cc1/C=N/c1nc2c(s1)CCCC2	0	i	5	-71	-1	3	3.3	0	-26	-2
CN1OC[C@@H]2CN(S(=O)(=O)c3cccc4ccccc34)[C@H](c3ccc(N4CCCCC4)cc3)C[C@@H]21	0	i	-1	-26	/	0	-0.2	-5	11	-3
Cc1ccc(OCCn2c(=O)cnc3ccccc32)cc1	-7	i	-9	4	-3	-14	0.8	3	8	-13
O=C(NNC(=O)c1ccc(=O)[nH]c1)c1ccc(NS(=O)(=O)c2cccs2)cc1	0	i	4	8	0	-5	-1.0	0	11	1
COc1ccc(NC(C)=O)cc1NC(C)C(=O)Nc1cccc2ccccc12 (stereo not given)	6	i	3	-1	-6	-4	-0.7	-4	13	16
O=S(=O)(N1CCCCC1)n1c(Cc2ccccc2)nc2ccccc21	-1	i	-3	0	-4	0	3.0	1	6	3
O=C(CSc1nnc(Cc2ccsc2)o1)c1ccccc1	2	i	3	11	4	0	-1.4	-1	6	-2
O=C(Nc1cccc(O)c1)c1cc(-c2ccco2)on1	-2	i	-4	-23	4	-5	0.4	-10	18	7
CC(Sc1nnc(-c2cccs2)n1-c1ccccc1)C(=O)NCc1ccc2c(c1)OCO2 (stereo not given)	2	i	-3	3	-2	-5	-1.4	3	5	-2
CCN(C)C1CN(Cc2cn(Cc3ccc(C(F)(F)F)cc3)nn2)S(=O)(=O)C1 (stereo not given)	3	/	-2	10	/	/	-1.0	/	1	1
Cc1ccc(NC(=O)CSCC(=O)N2CCCc3ccccc32)cc1	3	i	1	2	-7	4	-0.1	5	5	6
C[C@H](NC(=O)[C@H](Cc1ccccc1)n1c(=O)[nH]c2ccccc2c1=O)C(=O)N1CCC[C@H]1C(=O)O	0	i	1	-8	-7	-7	-1.2	10	-17	7
Cc1cc2cc(CNC(=O)Nc3cccc(Cl)c3)ccc2n1C	30	i	34*	24	-12	0	3.9	69*	55	-45
Cc1ccc(N2C(=O)C(Cl)=C(N3CCCCCC3)C2=O)cc1	-1	i	-4	-7	-10	14	1.5	3	6	-21
COc1ccccc1N(Cc1ccccc1)S(=O)(=O)c1cccc(C(=O)Nc2cc(C)ccn2)c1	-3	i	4	-3	5	3	-2.7	-2	-6	-2
C=CCNC(=S)N(Cc1ccccc1)Cc1ccc(F)cc1	-2	i	-7	5	-8	2	-0.5	2	-3	-4
CC1(C)CC(NC(=O)C(F)(F)F)CC(C)(C)N1OC(=O)c1ccco1	3	i	0	8	3	-8	-0.3	3	-33	3
O=C1NC[C@H](Cc2ccccc2)N(C[C@@H]2CCCN2C[C@H](Cc2ccc(O)cc2)N2C[C@H](Cc3ccccc3)N(CC3CCCCCC3)C(=O)C2=O)C1=O	-2	/	39*	-30	/	/	8.3	/	37*	2
O=C(Nc1ccccc1N1CCN(C(=O)c2ccc(Cl)cc2)CC1)c1cccc([N+](=O)[O-])c1	-2	i	10	10	-6	0	3.5	-1	5	-14
Fc1cccc(F)c1C(Nc1nncs1)Nc1nncs1	9	/	1	-5	/	/	-1.4	/	3	-4
O=C1NCCCC2c3c(cc(Br)c(O)c3Br)OC12N1CCCCC1 (stereo not given)	-4	i	-2	-2	57*	-2	1.0	1	2	4
C=CCOc1cccc(/C=N/NC(=O)C(OC)c2ccccc2)c1 (stereo not given)	0	i	-4	-4	-5	-2	1.0	-3	17	-9
Cc1cccc(N2C(=O)CC(N(C(=O)c3ccco3)c3cccc(C)c3)C2=O)c1 (stereo not given)	0	i	-7	4	0	-1	0.8	0	-30	-3
COc1ccc(CNC(=O)CCC(=O)n2ncc3cc(C)ccc32)cc1	-2	i	-6	-11	2	5	-1.1	1	1	1
Cc1c(C)c2ccc(OC3CCCCC3=O)cc2oc1=O (stereo not given)	2	i	7	-8	0	0	-0.3	4	-9	-4
CS(=O)(=O)Nc1ccc(C(=O)NCCSCc2ccco2)cc1	3	i	2	2	-14	5	-0.9	1	22	1
FC(F)(F)Oc1ccc(NC(=S)NCc2ccccc2)cc1	2	i	-4	2	-4	-1	-1.3	-1	-13	0
Cc1noc(C)c1S(=O)(=O)N1CCCC(C(=O)Nc2ccc(Cl)cn2)C1 (stereo not given)	7	i	9	17	-2	0	0.3	2	16	0
CCN(CC)S(=O)(=O)c1ccc2[nH]c(=O)[nH]c2c1	0	i	7	2	-4	0	-0.4	-3	21	2
CCC(C)CN1C(=O)CSCC1(C)C(=O)NCc1ccccc1 (stereo not given)	/	/	/	-11	/	/	-1.3	/	6	6
CCOC(=O)CNC(=O)C(CC(N)=O)NC(=O)OC(C)(C)C (stereo not given)	0	i	-3	6	17	-2	-1.7	6	6	20
O=[N+]([O-])c1ccc(Nc2nc(N/N=C\c3ccc4c(c3)OCO4)nc(N3CCCCC3)n2)cc1	-1	i	45*	6	-3	0	2.6	-3	9	-2
O=[n+]1c2c(n([O-])c3cc(F)ccc31)CCCC2	5	i	-5	11	1	2	-0.6	-4	20	-18
CCOC(=O)c1c(C)[nH]c(/C(C)=N/O)c1C	9	i	-2	-10	3	-1	-1.5	1	-38	0
COc1ccc(CSc2cccc3cccnc23)cc1[N+](=O)[O-]	4	i	2	6	-7	0	0.0	0	-1	-23
CN(CC1COCCO1)c1nc2nonc2nc1N1CCSCC1 (stereo not given)	-1	i	-2	0	-8	-3	-1.2	-2	-1	-3
COCCNC(=O)[C@@H]1CCCN1S(=O)(=O)c1cccc2cccnc12	4	i	-2	7	-4	0	-0.9	-1	9	-1
CC(=O)NNc1ccc(C(F)(F)F)cc1[N+](=O)[O-]	-1	i	-3	19	-5	0	-0.7	-4	17	-17
CCOC(=O)c1c(C)n(C)c2ccc(OC)c(NS(=O)(=O)CC)c12	2	i	-1	13	-5	-1	0.1	-10	12	-6
Cn1c(=O)[nH]c(=O)c2[nH]c(N(Cc3ccccc3)Cc3ccccc3)nc21	6	i	1	-2	-1	-3	1.1	-3	-8	-2
Cc1cccc(N2CC(C(=O)Nc3nnc(SCc4cccnc4)s3)CC2=O)c1 (stereo not given)	0	i	15	-28	3	1	5.9	11	28	-1
O=C(Nc1cc([N+](=O)[O-])ccc1Cl)C(Sc1ccccc1)c1ccccc1 (stereo not given)	-7	i	-6	0	-18	-2	2.1	0	8	-8
